Source: PubChem BioAssay (National Center for Advancing Translational Sciences (NCATS))
TDP1 inh – blocks human tyrosyl-DNA phosphodiesterase 1. Q9NUW8. recombinant TDP1, AlphaScreen DNA substrate cleavage. Potency, µM (series often up to 130 µM), for inactives: top-dose activity change, negative = inhibition, hits mostly inhibitors. hit rate 0.28% among 350,000. AID 485290; note: nearly all actives have a fitted effect of over 40% in size
Target sequence (Q9NUW8 whole entry, looked up): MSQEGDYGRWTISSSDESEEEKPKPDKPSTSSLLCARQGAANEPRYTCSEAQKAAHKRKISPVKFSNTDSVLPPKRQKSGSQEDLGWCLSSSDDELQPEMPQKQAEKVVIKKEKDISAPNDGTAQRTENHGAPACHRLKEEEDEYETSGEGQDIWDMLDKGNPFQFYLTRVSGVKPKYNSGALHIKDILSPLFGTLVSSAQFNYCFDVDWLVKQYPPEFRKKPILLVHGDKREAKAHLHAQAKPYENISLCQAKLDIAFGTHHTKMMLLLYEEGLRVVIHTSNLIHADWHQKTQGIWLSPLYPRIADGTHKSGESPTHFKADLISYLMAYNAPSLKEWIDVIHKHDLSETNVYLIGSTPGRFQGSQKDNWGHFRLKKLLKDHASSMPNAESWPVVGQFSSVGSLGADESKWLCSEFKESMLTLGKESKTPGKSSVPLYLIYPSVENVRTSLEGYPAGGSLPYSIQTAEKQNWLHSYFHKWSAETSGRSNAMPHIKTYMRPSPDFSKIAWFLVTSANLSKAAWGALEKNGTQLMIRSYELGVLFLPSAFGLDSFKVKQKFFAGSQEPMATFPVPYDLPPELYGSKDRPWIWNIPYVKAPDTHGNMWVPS
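Recombinant human Tdp1 (E. coli-expressed, 1 nM final) preincubated with compounds 15 min at room temperature, then 5'-biotin/3'-phosphotyrosine-FITC DNA substrate (15 nM final) added for 5 min. AlphaScreen beads (10 ug/ml final) added 10 min; cleavage lowers signal.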
DT40 TDP1 CPT – DT40-hTDP1 cell growth loss with CPT. chicken DT40 Tdp1-/-;hTDP1 cells + 20 nM CPT, ATP luminescence, 48 h. Potency, µM (highest dose often 46.2 µM), for the others: top-dose activity change, negative = growth inhibition, usual class: inhibitors. hit rate 12% among 420,000. AID 686979; note: nearly all actives have a fitted effect of over 55% in size
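Chicken DT40 Tdp1-/- cells complemented with human TDP1, 400 cells/well, exposed to compounds plus 20 nM camptothecin for at least 48 h at 37 C; viability read as ATP content by CellTiter-Glo luminescence.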
The depositor's hits bear a star; ? = inconclusive; · = no result given; & = joins results of further samples; [ ] = remark or other dose. Calls come from the whole dose curve; as a rule, active = well fitted curve in the direction sought with a large enough effect; inconclusive = small, poorly fitted or top-dose-only effect, or another doubt; inactive = no such curve, though single readings can be large; an effect the other way counts as inactive or inconclusive. % is set by controls: 0 for no effect and ±100 for the full control effect; potency is the fitted concentration of half-maximal effect.

SMILES	TDP1 inh	DT40 TDP1 CPT
Cc1ccccc1C1C(C#N)=C2NC(=O)c3c(sc4c3CCCCC4)N2C2=C1C(=O)CC(C)(C)C2 (stereo not given)	8.0%	·
COc1cccc(-c2cc(=O)c3cc(NC(=O)c4cccnc4)ccc3[nH]2)c1	2.0%	·
COc1ccc(-c2cc(C(F)(F)F)nc(SCCC(=O)Nc3cccc(O)c3)n2)cc1	5.3%	·
O=c1oc2cc([N+](=O)[O-])ccc2nc1/C=C(O)/C=C/c1ccccc1	0.0%	·
N#Cc1nc(Nc2ccccc2)nc(NC2CCCCC2)n1	6.8%	·
Cc1c(C(=O)N(C)C)sc2c1c(=O)n(-c1ccc(Cl)c(Cl)c1)c(=O)n2CC(=O)Nc1ccc(Br)cc1F	5.4%	·
CC1=Nc2cc(C(=O)NCc3ccccc3Cl)ccc2Sc2c(C)ccc(C)c21	6.4%	·
O=C(NC1=NCCS1)c1cccc(S(=O)(=O)N2CCCCC2)c1	4.1%	·
CO[C@@H]1COC(=O)C/C=C\[C@H](C)COC(=O)[C@H](C)NC(=O)C/C=C\[C@H]1C	3.7%[21 µM]	·
NC(=O)c1ccc(O)c2ncccc12	0.4%	·
NC(=S)Nc1nc2ccccc2[nH]c1=O	?	·
CCn1cc(C(=O)Nc2ccccc2C(=O)OC)c(=O)c2ccc(C)nc21	2.8%	·
CC(C)(C)N1C(=O)[C@H]2[C@H]3[C@H](O)[C@H](O)C/C(=N/OC[C@@H](O)COCc4ccco4)[C@@H]3CC[C@@H]2C1=O	3.7%[21 µM]	·
CCC(Nc1ncnc2ccc(-c3c(C)noc3C)cc12)c1ccccc1 (stereo not given)	6.8%	·
Cn1c2ccsc2c2ncn(Cc3ccccc3F)c(=O)c21	0.0%	·

Overlap with the part before: five compounds; new compounds follow.
SMILES	TDP1 inh	DT40 TDP1 CPT
NC(=S)Nc1nc2ccccc2[nH]c1=O	?	·
CCn1cc(C(=O)Nc2ccccc2C(=O)OC)c(=O)c2ccc(C)nc21	2.8%	·
CC(C)(C)N1C(=O)[C@H]2[C@H]3[C@H](O)[C@H](O)C/C(=N/OC[C@@H](O)COCc4ccco4)[C@@H]3CC[C@@H]2C1=O	3.7%[21 µM]	·
CCC(Nc1ncnc2ccc(-c3c(C)noc3C)cc12)c1ccccc1 (stereo not given)	6.8%	·
Cn1c2ccsc2c2ncn(Cc3ccccc3F)c(=O)c21	0.0%	·
O=C1c2ccccc2C(=O)N1c1ccncc1	4.9%	·
C#CCOCCOCCOCCNc1nc(N2CCN(C(=O)[C@H]([C@@H](C)CC)n3cc([C@@H](N)CO)nn3)CC2)nc(N2CCN(C(=O)[C@H]([C@@H](C)CC)n3cc([C@@H](N)CO)nn3)CC2)n1	4.7%	·
O=C(NCc1cccc(Cl)c1)c1cc2c(s1)-c1ccccc1OC2	-13.7%	·
COC(=O)C1=C(C(=O)OC)[C@@H]2N(C)c3ccccc3[C@@]23C[C@@H](C(=O)OC)N(S(=O)(=O)c2ccc(Br)cc2)C3=N1	16.1%[12.3 µM]	·
CS(=O)(=O)N(CC(=O)Nc1ccc(Br)cc1)c1ccccc1Br	0.9%	·
COC(=O)C/C=C\[C@@H](C)[C@@H](/C=N\OC[C@@H]1O[C@H](c2ccccc2)C=C[C@@H]1Oc1ccc(OC)cc1)OC	0.5%[21 µM]	·
CCC[C@H](NC(=O)[C@H](CC(C)C)N(C)C(=O)CNC(=O)[C@@H](NC(=O)[C@H](Cc1ccccc1)NC(=O)[C@H](CCCCN)NC(=O)[C@@H](N)CC(=O)O)C(C)C)C(N)=O	8.9%	·
N#Cc1cccc(NS(=O)(=O)c2ccc3c(c2)CCC(=O)N3)c1	1.5%	·
COc1ccc(OC2C=CC(C#Cc3ccccc3)OC2CO)cc1 (stereo not given)	3.7%[21 µM]	·
Nc1nc2nc(SCC(=O)N3CCCc4ccccc43)[nH]c2c(=O)[nH]1	0.0%	·
O=S1(=O)N=C(Oc2ccccc2-c2ccccc2)c2ccccc21	2.1%	·
COC(=O)C12CC3(CCC4C5C(C(OCc6ccccc6)C41)C52)OCCO3 (stereo not given)	9.0%[21 µM]	·
CON(C)C(=O)c1nnc2c3ccccc3n(S(=O)(=O)c3ccc(C)cc3)c2n1	11.1%&6.9%[21 µM]	·
C[C@@]12C=CC(=O)C=C1CCC1C3CC(O)[C@@](O)(C(=O)CO)[C@]3(C)CC(O)[C@]12F (stereo not given in full)	8.5%[56.1 µM]	·
Cc1nc(SCc2nc3ccc(Cl)cc3[nH]2)c2oc3ccccc3c2n1	-10.1%	·
CNC1CC(N)[C@H](O)[C@@H](O[C@@H]2OC(CO)C3OC4(OC(C(N)CO)C(O)C(O)C4O)O[C@@H]3[C@H]2O)C1O (stereo not given in full)	-3.8%[56.1 µM]	·
CC(=O)CC(=O)Nc1ccccc1	5.9%	·
CC[C@@H]1C=C(C)C[C@H](C)C[C@H](OC)[C@H]2O[C@@](O)(C(=O)C(=O)N3CCCC[C@H]3C(=O)O[C@H](/C(C)=C/[C@@H]3CC[C@@H](O)[C@H](OC)C3)[C@H](C)[C@@H](O)CC1=O)[C@H](C)C[C@@H]2OC	0.0%	·
Clc1cc(Cl)cc(C2=NCCC(c3ccccc3)O2)c1 (stereo not given)	2.7%	·
COC(=O)[C@@H]1CC[C@H](C)[C@@H](c2ccc(C)cc2)N1C(=O)c1ccc(/C=N/O[C@@H](C)c2cn([C@H](CO)Cc3ccccc3)nn2)cc1	2.7%	·
CC(C)=CCC/C(C)=C/CO/N=C1/C[C@@H](O)[C@@H](O)[C@@H]2[C@@H]3C(=O)N([C@@H](C)c4ccccc4)C(=O)[C@H]3CC[C@H]12	3.7%[21 µM]	·
CN1C(=O)C[C@H](c2ccccc2)C1=O	13.3%[21 µM]	·
C=CCc1cccc(/C=N/NC(=O)CN2CCN(Cc3ccccc3)CC2)c1O	15.4%	·
CCOc1ccc(C(=O)Oc2ccc(NC(C)=O)cc2)cc1	0.0%	·
c1nc(NCc2ccc3c(c2)OCO3)c2cc(-c3ccoc3)ccc2n1	6.5%	·
CN(C)/C=C1/C(=O)N(c2ccc([N+](=O)[O-])cc2)N=C1c1ccccc1	8.2%	·
C[C@@H]1C[C@](C)(C(=O)c2ccco2)C=C1c1ccco1	-1.9%	·
COC(=O)C1=C(C)N(Cc2ccco2)C(=O)N[C@@H]1c1cccc(C(F)(F)F)c1	7.5%&-3.9%	·
CCc1ccc(-c2cc(C(=O)NCCCn3ccnc3)c3ccccc3n2)s1	8.2%	·
Cc1cc(C)c(N(Cc2ccccc2)S(=O)(=O)c2ccc(OCCNC(=O)c3cc4ccccc4o3)cc2)c(C(=O)NO)c1	18.7%	·
Cc1cc(CNC(=O)[C@]2(C(F)(F)F)C[C@H](CCC3CCCCC3)CCCO2)nn1C	9.7%	·
O=C1c2ccccc2S(=O)(=O)c2cc(C(=O)N3CCN(c4ncccn4)CC3)ccc21	·	?
COc1cccc(C2=CC(=O)CC(C)(C)C2)n1	·	-24.4%

Three compounds picked at random from the list so far:
SMILES	TDP1 inh	DT40 TDP1 CPT
CCOc1ccc(C(=O)Oc2ccc(NC(C)=O)cc2)cc1	0.0%	·
CCc1ccc(-c2cc(C(=O)NCCCn3ccnc3)c3ccccc3n2)s1	8.2%	·
CC(C)=CCC/C(C)=C/CO/N=C1/C[C@@H](O)[C@@H](O)[C@@H]2[C@@H]3C(=O)N([C@@H](C)c4ccccc4)C(=O)[C@H]3CC[C@H]12	3.7%[21 µM]	·

Only part of the results is shown; count on the stated rates, not on these rows.
